Screens deposited in PubChem by National Center for Advancing Translational Sciences (NCATS).
USP1 inh = inhibitors of human USP1/UAF1 deubiquitinase; Potency, µM (titrated, usually from 57.1 µM), for the others: at the top dose activity change, negative = inhibition, most hits filed as inhibitors; recombinant USP1/UAF1, Ub-Rhodamine cleavage fluorescence; hit rate 0.23% among 390,000; O94782; also: potency is read from the fitted curve at half-maximal effect; % is scaled to controls: 0 for no effect and ±100 for the full control effect; nearly all actives have a fitted effect of over 60% in size; inactives centre near -12
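USP1/UAF1 complex (1 nM) preincubated 15 min at room temperature with compound, then Ub-Rho substrate (150 nM final) added. Kinetic fluorescence at 480/540 nm over 6 reads at 60 s intervals; 50 mM HEPES pH 7.8, 0.5 mM EDTA, 0.1 mg/ml BSA, 1 mM TCEP, 0.01% Tween-20.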
LDHA block = blocks human lactate dehydrogenase A; activity change, % (values are at about 110 or 230 µM); purified LDHA, NADH/diaphorase-resazurin fluorescence; hits give low values; AID 1347041; hit rate 0.15% among 480,000; in the data active = activity change below about -30%; inconclusive = mostly about -25% to -30%;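 also: plate controls were DMSO wells for no effect and wells without enzyme for full effect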
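Remaining NADH was detected by diaphorase (0.133 mg/mL) converting 37 µM resazurin to fluorescent resorufin, read at 0 and 20 minutes. The preceding 5-minute room-temperature reaction used 2 nM LDHA, 0.2 mM sodium pyruvate and 0.06 mM NADH at pH 7.4.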
PI4K2A inh = inhibitors of human PI4K2A | activity change, negative = inhibition, % at 76.9 µM | purified PI4K2A, ADP-Glo luminescence, 1 h; hits give low values | hit rate 0.13% among 420,000; in the data active = activity change below about -50%; inconclusive = mostly about -30% to -49%;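 also: -100% = wells without enzyme as full effect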
Target sequence (Q9BTU6 whole entry, looked up): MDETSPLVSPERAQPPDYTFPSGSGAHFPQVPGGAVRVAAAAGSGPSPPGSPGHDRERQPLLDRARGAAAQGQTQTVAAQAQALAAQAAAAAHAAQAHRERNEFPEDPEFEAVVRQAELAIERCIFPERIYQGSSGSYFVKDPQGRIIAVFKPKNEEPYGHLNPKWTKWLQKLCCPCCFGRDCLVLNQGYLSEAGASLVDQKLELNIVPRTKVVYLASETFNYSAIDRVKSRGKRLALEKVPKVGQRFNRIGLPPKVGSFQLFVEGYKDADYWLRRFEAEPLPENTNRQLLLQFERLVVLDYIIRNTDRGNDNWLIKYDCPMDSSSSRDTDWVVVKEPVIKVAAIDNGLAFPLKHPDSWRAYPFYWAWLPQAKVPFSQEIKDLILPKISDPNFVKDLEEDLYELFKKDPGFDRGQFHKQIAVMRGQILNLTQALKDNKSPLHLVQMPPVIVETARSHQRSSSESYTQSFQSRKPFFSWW
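PI4K2A activity was measured by ADP-Glo luminescence: enzyme (4 ug/mL stock) and phosphatidylinositol (1.2 mM stock) in Tris pH 7.5/MgCl2/EGTA/Triton X-100 buffer were reacted with ATP (300 microM stock) for one hour at ambient temperature.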
TrxR1 substrate = rat thioredoxin reductase 1 substrate activity; O89049; purified TrxR1 substrate turnover, NADPH consumption readout; AID 588456; hit rate 0.01% among 390,000; Potency, µM (doses to about 114 µM), inactives show at the highest dose activity change, negative = substrate turnover; also: potency is read from the fitted curve at half-maximal effect; % is scaled to controls: 0 for no effect and ±100 for the full control effect; nearly all actives have a fitted effect of over 50% in size
Target sequence (O89049 whole entry, looked up): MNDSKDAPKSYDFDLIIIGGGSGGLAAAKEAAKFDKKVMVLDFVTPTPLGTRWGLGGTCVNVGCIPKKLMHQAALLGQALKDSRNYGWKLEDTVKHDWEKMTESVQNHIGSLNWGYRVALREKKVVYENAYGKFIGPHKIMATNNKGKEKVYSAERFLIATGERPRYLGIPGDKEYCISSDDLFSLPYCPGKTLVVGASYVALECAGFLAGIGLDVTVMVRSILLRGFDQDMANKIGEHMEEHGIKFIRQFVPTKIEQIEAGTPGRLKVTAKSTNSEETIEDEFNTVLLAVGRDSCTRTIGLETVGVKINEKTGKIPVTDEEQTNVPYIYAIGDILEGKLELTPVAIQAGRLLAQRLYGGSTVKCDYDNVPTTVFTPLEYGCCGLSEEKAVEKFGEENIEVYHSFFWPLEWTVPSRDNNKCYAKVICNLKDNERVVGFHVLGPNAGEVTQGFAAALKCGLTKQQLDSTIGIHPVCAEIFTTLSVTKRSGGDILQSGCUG
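Rat TrxR1, dispensed at 90 nM, was prereduced with 400 uM NADPH (final) for 5 min at ~22 deg C, then incubated with compound 15 min before 400 uM selenite. A first-read NADPH fluorescence drop versus no-compound background flagged substrates.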
RXFP1 ag = activates the human relaxin receptor RXFP1. Q9HBX9. hit rate 0.3% among 370,000. HEK293T-RXFP1 cAMP TR-FRET, 30 min; response scale: percent of porcine relaxin response, buffer zero. Potency, µM (series often up to 57.5 µM), without a hit: at the top dose activation, most hits filed as activators; also: potency is read from the fitted curve at half-maximal effect; % is scaled to controls: 0 for no effect and ±100 for the full control effect; nearly all actives have a fitted effect of over 60% in size; many of its hits are not listed in these tables
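cAMP rise read by TR-FRET after 30 min, 37C compound exposure (up to 58 uM) in RXFP1-transfected HEK293 cells with Ro 20174 present. EC50 from Hill-equation fits, with 29 nM porcine relaxin as 100% and buffer as basal.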
Vif-A3F inh = blocks the Vif interaction with APOBEC3F. HeLa A3F-eYFP + Vif (tagged APOBEC3F with the HIV-1 protein that degrades it), YFP fluorescence increase. Potency, µM (titrated, usually from 46.1 µM), for inactives: at the top dose activity, negative = active. hit rate 0.2% among 390,000. AID 602313; also: potency is read from the fitted curve at half-maximal effect; % of control where 0% means no effect; nearly all actives have a fitted effect of over 65% in size
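Fluorescence increase (Ex 488/Em 500-530) after overnight compound treatment at 37 deg C flags inhibition of Vif-driven A3F-eYFP loss in stable HeLa A3F-eYFP/Vif cells seeded overnight beforehand.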
Vif-APOBEC3G blk = Vif-A3G binding inhibition | Q9HC16 | HeLa A3G-eYFP + Vif (tagged APOBEC3G with the HIV-1 protein that degrades it), YFP fluorescence, overnight | Potency, µM (highest dose often 46.1 µM), inactives show at the highest dose activity, negative = active, most hits filed as inhibitors | hit rate 0.076% among 410,000 | AID 602310;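 also: potency is read from the fitted curve at half-maximal effect; % is scaled to controls: 0 for no effect and ±100 for the full control effect; nearly all actives have a fitted effect of over 60% in size; hits raise eYFP signal because A3G escapes Vif-driven loss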
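HeLa cells stably expressing Vif and C-terminally eYFP-tagged A3G, seeded overnight at 37 deg C, then exposed to compound by pintool overnight at 37 deg C. Rise in yellow fluorescence (Ex 488/Em 500-530, Acumen) marks blocked Vif-driven A3G degradation.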
mIDH1 inhibitor = inhibitors of human mutant IDH1 R132H. Potency, µM (top dose mostly 76.6 µM), for inactives: top-dose activity change, negative = inhibition, usual class: inhibitors. IDH1-R132H enzyme, NADPH consumption, diaphorase/resazurin fluorescence. hit rate 0.093% among 390,000; also: potency is read from the fitted curve at half-maximal effect; % is scaled to controls: 0 for no effect and ±100 for the full control effect; nearly all actives have a fitted effect of over 65% in size
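IDH1-R132H (0.5 ug/mL dispensed) in pH 7.5 Tris buffer was preincubated 30 min with compound, then given a substrate mix of 0.016 mM NADPH and 2 mM alpha-KG for 80 min at room temperature; remaining NADPH was read by diaphorase/resazurin fluorescence.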
Glioma ERSR ind = ER stress response induction in glioma; U87-MG GRP78 promoter luciferase reporter, 16 h; hit rate 0.02% among 420,000; Potency, µM, for the others: at the top dose activation, actives largely listed as activators; AID 602332; also: potency is read from the fitted curve at half-maximal effect; series mostly up to about 76 µM; % of control where 0% means no effect; nearly all actives have a fitted effect of over 35% in size
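Stably transfected U87-MG human glioma cells carrying a GRP78-based luminescent sensor were seeded at 1000 cells/well, pin-dosed with compounds and incubated 16 h. Luciferase reagent was then added, and end-point luminescence was read after 10 min at room temperature.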
The depositor's hits bear a star; ? = inconclusive; . = no result given; & = joins results of further samples; [ ] = another dose, or the depositor's remark. Unless noted, calls follow the shape of the dose curve; as a rule, active = well fitted curve in the direction sought with a large enough effect; inconclusive = small, poorly fitted or top-dose-only effect, or another doubt; inactive = no such curve, though single readings can be large; an effect the other way counts as inactive or inconclusive.

SMILES	USP1 inh	LDHA block	PI4K2A inh	TrxR1 substrate	RXFP1 ag	Vif-A3F inh	Vif-APOBEC3G blk	mIDH1 inhibitor	Glioma ERSR ind
Cc1cccn2c(=O)c3cc(C(=O)NCCc4ccc(S(N)(=O)=O)cc4)n(C)c3nc12	?	-20	-7	11%[11.4 µM]	-1.1%	-2%	-4%	-3%	-1%
Cc1ccc(CCNC(=O)Cn2c(-c3cccs3)cc3cc(F)ccc32)cc1	-26%	-2	0	32%[activator]	6.0%	-2%	-3%	-6%	2%
CC1CCCC(C)N1C(=O)COC(=O)/C=C/c1ccco1 (centres undefined)	-12%	1	-10	3%	.	-18%	-4%	3%	-1%
CC(=O)N1CCCN(Cc2cn(-c3cc(C)ccc3C)nc2-c2ccccc2)CC1	-25%	-1	0	3%	2.1%	-4%	-3%	2%	-3%
Cc1ccc(NS(=O)(=O)c2ccc(-c3ccc(=O)[nH]n3)o2)cc1Cl	-19%	-10	-3	-2%	-0.1%	0%	-11%	-3%	-2%
Cc1ccc(S(=O)(=O)c2ccc(C)cc2)cc1	-12%	2	5	4%[57.1 µM]	0.6%	-1%	-4%	9%	-2%
COc1ccc(NC(=O)CSC2=NN3CCCC(=O)N=C3S2)c(OC)c1	-14%	2	2	-3%	1.2%	-12%	1%	-9%	-4%
CC1Sc2ccc(S(=O)(=O)N3CCN(c4cccc(Cl)c4)CC3)cc2NC1=O (centres undefined)	-14%	-8	6	-4%	-4.5%	-3%	0%	-3%	-5%
NS(=O)(=O)c1cccc(NC(=O)c2cccc(S(=O)(=O)N3CCCCCC3)c2)c1	-17%	-5	0	7%[57.1 µM]	.	1%	3%	3%	-3%
CN(Cc1ccccc1)C(=O)COC(=O)c1ccccc1Nc1ccccc1	-3%	-6	3	11%	2.5%	4%	-7%	1%	-3%
Cn1cccc1Cc1nnc(SCC(=O)Nc2nc3ccccc3s2)n1CCc1ccccc1	-7%	-2	2	2%	-0.9%	0%	-11%	7%	1%
O=S(=O)(c1cccc(C(F)(F)F)c1)N1CCC(c2nc3ccccc3[nH]2)CC1	-10%	6	-5	-2%[57.1 µM]	3.7%	1%	0%	4%	-3%
O=C(Nc1ccccc1OCc1ccccc1)c1ccccc1Br	-1%	-1	-3	-6%	0.8%	2%	-5%	2%	0%
Cc1cc(CNC(=O)c2cc(-c3ccccc3)nc3ccccc23)nn1C	0%	-6	6	7%[57.1 µM]	-0.7%	-4%	-6%	4%	3%
COc1ccc(CCNC(=O)c2cnc3sc(N4CCCCC4)nn3c2=O)cc1OC	-18%	4	-23	12%[57.1 µM]	1.7%	2%	2%	-9%	-2%
CCC(C)(C)c1nnc(NC(=O)c2ccc([N+](=O)[O-])cc2)s1	-18%	-5	-5	1%	-0.3%	4%	0%	12%	3%
CCCN(Cc1nnc(-c2cccs2)o1)C(=O)CN1C(=O)NC2(CCC(C)CC2)C1=O (centres undefined)	-17%	-2	-4	2%	0.2%	-2%	-5%	1%	-2%
CCN(C(=O)c1cccc(Br)c1)c1ccccc1	5%	-7	-23	-5%	0.0%	-10%	-6%	6%	0%
CCOc1ccc(NC(=O)Cn2cc(C(=O)c3ccc(F)cc3)c(=O)c3cc4c(cc32)OCO4)cc1	-15%	-10	-1	-3%	?	8%	1%	2%	0%
COC(=O)C1CCN(C(=O)CN2C(=O)NC(CCc3ccccc3)C2=O)CC1 (centres undefined)	-1%	0	-2	14%[57.1 µM]	0.1%	-11%	-3%	4%	9%
O=C(NNC(=O)C1CCC1)c1ccc(Br)cc1	-24%	0	0	5%[57.1 µM]	0.0%	-24%	0%	-2%	7%
Cc1cc(NC(=O)Nc2ccc(C)c(C)c2)no1	-7%	-6	-9	6%[57.1 µM]	2.1%	?	-3%	8%	7%
Cn1cccc1C(=O)NNC(=O)COc1ccccc1Cl	-18%	-9	7	0%	0.6%	2%	-10%	-9%	-1%
CCCC(=O)c1cc2ccccc2oc1=O	-5%	6	-2	3%[57.1 µM]	2.4%	-2%	1%	6%	-5%
CCc1ccccc1NC(=O)Cn1c(=O)n(-c2ccc(C)c(C)c2)c(=O)c2oc3ccccc3c21	12%	-3	-5	8%	5.2%	-1%	-8%	0%	1%

(list continues)
SMILES	USP1 inh	LDHA block	PI4K2A inh	TrxR1 substrate	RXFP1 ag	Vif-A3F inh	Vif-APOBEC3G blk	mIDH1 inhibitor	Glioma ERSR ind
CCOC(=O)C(C)Sc1nc(-c2ccccc2)nc2ccc(F)cc12 (centres undefined)	1%	0	-1	8%[57.1 µM]	6.7%	-3%	-1%	9%	-3%
CC(C)NC(=O)/C(=C/c1cn(-c2ccccc2)nc1-c1cccc([N+](=O)[O-])c1)NC(=O)c1ccccc1	-12%	-2	0	1%	0.4%	4%	0%	-1%	-4%
CC(C)c1onc(C(=O)NCc2cccs2)c1[N+](=O)[O-]	-19%	0	-7	0%	-0.7%	3%	0%	-4%	-2%
CCOC(=O)c1cc(C(=O)OCC)c(=O)[nH]c1SCc1ccccc1	-13%	2	-11	5%	1.9%	-10%	-13%	0%	-4%
CC1=NC(=O)C(N=Nc2cccc(C(=O)O)c2)N1c1ccccc1 (centres undefined)	-8%	?	-1	-5%	0.3%	-2%	-1%	1%	-11%
O=C(c1cc2nc(-c3ccccc3)cc(C(F)(F)F)n2n1)N1CCCC1	-15%	-2	6	2%	.	1%	1%	4%	-6%
CN1CCN(NC(=O)c2cc([N+](=O)[O-])cc([N+](=O)[O-])c2)CC1	-17%	13	-3	-3%	-1.0%	-12%	6%	2%	-4%
COC(=O)c1c(C)oc2c1cc(NS(=O)(=O)c1cccs1)c1ccccc12	-3%	8	4	0%	-1.5%	-8%	?	2%	-7%
COc1ccccc1NC(=S)NNC(=O)c1ccc(O)cc1	-7%	-10	4	0%	-0.7%	-4%	-4%	5%	3%
COc1ccc2c(c1)CCc1sc(NC(=O)c3ccco3)nc1-2	-23%	11	-4	-3%	-0.5%	-4%	-5%	15%	2%
CCOc1ccc(NC(=O)c2sc3nc(N4CCOCC4)c4c(c3c2N)CCCC4)cc1	-12%	1	-1	60%[activator]	?	5%	0%	-11%	-2%
O=C(Nc1nccs1)c1cn(-c2ccccc2)nc1-c1ccncc1	-9%	-5	0	43%	3.5%	3%	-3%	4%	-3%
Cn1c(=O)c2c(nc(SCCCC#N)n2Cc2ccccc2F)n(C)c1=O	-15%	-7	-2	7%[57.1 µM]	3.7%	0%	3%	10%	-5%
Cc1ccc(NC(=O)c2ccc([N+](=O)[O-])cc2Cl)nc1	5%	-5	4	-3%[57.1 µM]	0.2%	-10%	2%	6%	-2%
Cc1ccc(Sc2nc(C)cc(C)c2S(C)(=O)=O)cc1	-3%	-2	2	-8%	1.1%	2%	8%	1%	1%
COc1cccc(C(C)(O)c2nc(-c3ccc4ccccc4c3)cs2)c1 (centres undefined)	.	-4	4	.	.	.	-4%	.	2%
O=C(Nc1ccccc1F)c1cc(Cl)sc1Cl	-7%	-4	-3	-14%	2.5%	3%	0%	1%	3%
c1ccc(COCCN2CCN(CCOCc3ccccc3)CC2)cc1	2%	-7	1	-7%	1.7%	-4%	3%	2%	-5%
O=C(Nc1ccccc1)NC(Cc1ccc(O)cc1)C(=O)O (centres undefined)	-4%	1	-3	-2%	-0.2%	10%	0%	0%	-3%
CCC(=O)NC(c1cc(Cl)c2cccnc2c1O)C(C)C (centres undefined)	.	13	1	2%	-0.2%&0.3%	-6%	-9%	.	-1%
COc1ccccc1C(=O)Nc1nnc(S(=O)(=O)N2CCN(c3ccc(F)cc3)CC2)s1	-29%&-23%	-1&-10	2&0	4%&0%	-0.2%&-1.6%	1%&-6%	-1%&-3%	-5%&-3%	-1%&-2%
O=C(Cc1ccc(Cl)c(Cl)c1)Nc1ccc(S(=O)(=O)Nc2ncccn2)cc1	-15%	-1	-2	3%[57.1 µM]	2.2%	13%	-5%	-4%	-8%
CCOC(=O)/C(=C\c1cn(C)c2ccccc12)[N+](=O)[O-]	-24%	1	1	-13%	-0.7%	-18%	-16%	0%	-5%
CCOC(=O)c1c(NC(=O)CCN2CCOCC2)sc2c1CC(C)(C)OC2	-5%	-5&2	4	-5%	0.7%	1%	-2%	5%	-2%
Cc1ccc(C)c(OCCC(=O)OCC(=O)NCCc2ccc(S(N)(=O)=O)cc2)c1	-22%	-2	-2	-1%	1.1%	0%	-7%	3%	-4%
O=C(NCc1ccc2c(c1)OCO2)c1nc(Cn2cc(Br)cn2)no1	?	-5	2	-1%	0.5%	3%	0%	1%	-2%
CNc1cc(C)c(C#N)c2nc3ccccc3n12	-8%	-6	3	122%[activator][57.1 µM]	21%	4%	0%	13%	-3%
O=C(NCCNC(=O)c1cc(F)cc(F)c1)c1cc(F)cc(F)c1	-10%	1	3	1%	5.3%	-5%	-10%	-4%	-1%
C/C(CC(=O)Nc1ccc(N(C)C)cc1)=N\NC(=O)c1ccncc1	-16%	6	2	8%[57.1 µM]	-2.9%	2%	-8%	3%	3%
CC1(C)C(=O)Nc2ccccc2N1C(=O)COC(=O)c1cc(S(=O)(=O)N2CCOCC2)ccc1F	-28%	3	-2	-2%[57.1 µM]	2.4%	3%	2%	6%	-3%

A portion of the library; the hit share may differ from the screen's.
